# Bioassay records deposited in PubChem BioAssay by Broad Institute.
# U2OS ROS induce = inducers of reactive oxygen species in cancer cells; U2OS ROS induction, H2DCF-DA fluorescence; ROS induction (% of piperlongumine), % at 10 µM; 2% of 46,000 active; AID 624156; in the data active means ROS induction above about 79%, passing the limit was not always enough; inconclusive means no clear call, values can overlap the other calls;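 further: 0% = DMSO vehicle median and 100% = reference compound median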
# * marks the source's active call; other numbers are inactive results; ? = inconclusive.
SMILES,U2OS ROS induce
C[C@H](CO)N1C[C@H](C)[C@H](CN(C)CC2CCCCC2)Oc2ccc(NC(=O)Cn3cnnn3)cc2C1=O,4
C[C@@H]1CN([C@H](C)CO)C(=O)CCCn2nncc2CO[C@H]1CN(C)S(=O)(=O)c1ccc(Oc2ccccc2)nc1,1
CCOC(=O)c1cnc(-c2cccs2)nc1Nc1ccc(C)cc1,-10
Cc1cc(C(=O)Nc2cccc3c2O[C@H](CN(C)S(=O)(=O)c2cccs2)[C@@H](C)CN([C@@H](C)CO)C3=O)n(C)n1,0
O=C(Cc1noc2ccccc12)N1CCCC1,-8
C[C@@H]1CN([C@@H](C)CO)C(=O)c2cc(NC(=O)c3ccncc3)ccc2O[C@H]1CN(C)Cc1ccc(Cl)c(Cl)c1,16
C[C@@H]1CN([C@@H](C)CO)C(=O)Cc2cc(NC(=O)Nc3ccc(F)cc3)ccc2O[C@@H]1CN(C)S(=O)(=O)c1cccs1,9
CS(=O)(=O)N(CC(=O)Nc1ccccc1F)c1ccc(F)cc1,0
C[C@@H]1CN([C@@H](C)CO)C(=O)Cc2cc(NC(=O)C3CCCCC3)ccc2O[C@@H]1CN(C)S(=O)(=O)c1ccc(F)cc1,-2
C[C@H](CO)N1C[C@H](C)[C@H](CN(C)S(=O)(=O)c2ccc(C#N)cc2)Oc2ncc(-c3cccc(C(F)(F)F)c3)cc2C1=O,0
O=C(c1ccccc1)c1nnn(-c2ccccc2)c1Nc1ccccc1,16
CC1CN(C(=O)Nc2ccc(Cl)cc2)c2ccccc2O1 (configuration not stated),-10
C[C@@H]1CCCCO[C@@H](CN(C)C)[C@@H](C)CN([C@H](C)CO)C(=O)c2cc(NC(=O)C3CCCCC3)ccc2O1,23
O=C(/C=C/c1ccccc1)C1CC1,14
CCOc1ccc(-c2cc(NC(=O)Nc3ccc(F)cc3)c(C(=O)OC)s2)cc1,35
COC(=O)c1cc2occc2n1CC(=O)N(C)C1CCCCC1,2
O=C1C2C3C=CC(C3)C2C(=O)N1Cc1ccco1 (configuration not stated),3
C/C=C/C1=C(Cl)C(=O)[C@@H](O)[C@@]1(O)C(=O)OC,24
Cc1[nH]c2ccccc2c1C(=O)CSc1ncn[nH]1,-8
Cc1noc(C)c1NC(=O)Nc1ccc2c(c1)C(=O)N([C@@H](C)CO)C[C@@H](C)[C@H](CN(C)C(=O)Nc1ccc3c(c1)OCO3)O2,17
CC(Sc1ncnc2sc3c(c12)CCCC3)C(=O)O (configuration not stated),1
CN(C)S(=O)(=O)N1CCC(Cc2ccccc2)CC1,-7
O=C(NCc1ccccc1)[C@@]1(Cc2ccccc2)N=C(c2ccc(OCCCO)cc2)O[C@H]1c1ccccc1,31
C[C@H]1CN([C@@H](C)CO)C(=O)c2cc(NC(=O)Cc3ccccc3)ccc2O[C@H]1CN(C)C(=O)NC1CCCCC1,-4
C[C@@H]1CN([C@@H](C)CO)C(=O)c2cccc(NC(=O)c3cnccn3)c2O[C@@H]1CN(C)C(=O)Nc1ccc(C(F)(F)F)cc1,-2
COc1ccc(C(=O)CC2(O)C(=O)N(Cc3ccc(C)cc3)c3ccc(Cl)cc32)cc1[N+](=O)[O-] (configuration not stated),70
C[C@H](CO)N1C[C@H](C)[C@@H](CN(C)Cc2ccc3c(c2)OCCN3C)OCc2cnnn2CCCC1=O,-3
COc1ccc(S(=O)(=O)N(C)C[C@@H]2Oc3ccc(NS(=O)(=O)c4ccc(C)cc4)cc3C(=O)N([C@@H](C)CO)C[C@@H]2C)cc1,16
C/C=C/[C@@H](CCn1cc(CCO)nn1)[Si](C)(C)c1ccc(OC)cc1,-3
Cc1nn(-c2ccccc2)c2sc(C(=O)NC(=S)NC3CCSC3=O)cc12 (configuration not stated),31
CN(Cc1ccccc1)c1sc(S(C)(=O)=O)nc1S(=O)(=O)c1ccc(Cl)cc1,-2
CN1CCN(CCN2C(=O)c3ccccc3Sc3cc(Cl)ccc3S2(=O)=O)CC1,10
COc1ccc(S(=O)(=O)NCCOc2ccccc2)cc1OC,-3
Cc1nc2c(c(C)nn2C(C)(C)C)c(C)c1CCC(=O)NCCCc1ccccc1,16
COC(=O)CCCCCCC(=O)N/N=C/c1cc(OC)ccc1Br,?
Cc1ccc(-n2c(SCC(=O)Nc3cccc(C)c3C)nc3ccccc3c2=O)cc1,-1
C[C@@H]1CN([C@H](C)CO)C(=O)c2cc(NC(=O)Nc3ccc(C(F)(F)F)cc3)ccc2O[C@@H]1CN(C)C(=O)Nc1ccccc1,5
COc1ccc(-c2nnc(SCC(=O)Nc3cccc(C(F)(F)F)c3)n2-c2ccccc2)cc1,-1
CCSc1nnc2nc3c4ccccc4c4ccccc4c3nn12,70
Cc1noc(C)c1NC(=O)Nc1ccc2c(c1)C(=O)N([C@H](C)CO)C[C@H](C)[C@H](CN(C)Cc1ccc(C(=O)O)cc1)OCCCC[C@@H](C)O2,0
COc1ccccc1CNC(=O)COc1ccccc1,-5
Cc1ccc(N2C(=O)c3ccccc3[C@](C)(C(=O)O)[C@@H]2c2ccc(CO)cc2)nc1,21
COC(=O)/C(=C/c1ccccc1)c1ccccc1,16
COC(=O)CNC(=O)c1ccc(Cl)cc1,-12
CSc1sc(C#N)c(C)c1C(=O)/C=C/N(C)C,8
COc1ccc(I)cc1C(Nc1cc(C)ccn1)c1ccc2cccnc2c1O (configuration not stated),-6
COc1ccc(NC(=O)N(C)C[C@@H]2Oc3ccc(NC(=O)C4CCCCC4)cc3CC(=O)N([C@H](C)CO)C[C@H]2C)cc1,-2
c1ccc(C2C3=C(CCCC3)SC3=C2CCCC3)cc1,11

# An excerpt from above in order of molar mass, smallest number first:
SMILES,U2OS ROS induce
COC(=O)/C(=C/c1ccccc1)c1ccccc1,16
CCSc1nnc2nc3c4ccccc4c4ccccc4c3nn12,70
COc1ccc(I)cc1C(Nc1cc(C)ccn1)c1ccc2cccnc2c1O (configuration not stated),-6
COc1ccc(NC(=O)N(C)C[C@@H]2Oc3ccc(NC(=O)C4CCCCC4)cc3CC(=O)N([C@H](C)CO)C[C@H]2C)cc1,-2

# More records
SMILES,U2OS ROS induce
C[C@H]1CN([C@@H](C)CO)C(=O)c2cc(NS(=O)(=O)c3ccc(Cl)cc3)ccc2O[C@@H]1CN(C)C(=O)Nc1cccc2ccccc12,-15
COc1ccc(S(=O)(=O)N(C)C[C@@H]2Oc3ccc(NS(=O)(=O)c4c(C)noc4C)cc3C(=O)N([C@@H](C)CO)C[C@@H]2C)cc1,17
COc1ccc(S(=O)(=O)Nc2ccc3c(c2)CC(=O)N([C@H](C)CO)C[C@@H](C)[C@@H](CN(C)Cc2ccccc2)O3)cc1,3
CC(=O)Oc1ccc(OC(C)=O)c(S(=O)(=O)c2ccc(C)c(C)c2)c1,27
CSc1nc(C)cc(OCCO)n1,5
COC(=O)CCCCCCC(=O)N/N=C/c1ccoc1,-5
CC(C)NC(=O)N(C)C[C@H]1Oc2c(NS(=O)(=O)c3cccs3)cccc2C(=O)N([C@H](C)CO)C[C@@H]1C,-5
Cc1c(CCC(=O)O)c(=O)oc2cc(O)c(Cl)cc12,-1
Cc1noc(C)c1S(=O)(=O)Nc1ccc2c(c1)C(=O)N([C@H](C)CO)C[C@H](C)[C@H](CN(C)C(=O)Nc1ccccc1)OCCCC[C@@H](C)O2,20
CC(C)NC(=O)N(C)C[C@@H]1Oc2ccc(NS(=O)(=O)c3cccs3)cc2C(=O)N([C@H](C)CO)C[C@H]1C,8
C[C@@H]1CN([C@H](C)CO)C(=O)c2cccc(NS(=O)(=O)c3cccs3)c2O[C@@H]1CN(C)Cc1ccc(Oc2ccccc2)cc1,69
N#CCCN(CC1CCCO1)C(=S)NC1CC2C=CC1C2 (configuration not stated),-8
C[C@@H]1CN([C@@H](C)CO)C(=O)Cc2cc(NS(=O)(=O)c3ccccc3)ccc2O[C@@H]1CN(C)CC1CCCCC1,-2
Cc1ccc(CC(=O)c2cccnc2)cc1,-15
C[C@@H]1CN([C@H](C)CO)C(=O)c2cc(NS(=O)(=O)c3ccc(F)cc3)ccc2O[C@@H]1CN(C)C(=O)Nc1ccccc1,?
CCc1ccc2nc(N3CCC(C(=O)NCc4ccccc4)CC3)sc2c1,-9
NCCCCNS(=O)(=O)c1ccc2c(Cl)cccc2c1,-5
C[C@H](CO)N1C[C@H](C)[C@@H](CN(C)C)Oc2ccc(NC(=O)CCC(F)(F)F)cc2C1=O,-15
COc1ccccc1NC(=O)N(C)C[C@H]1OCc2cn(nn2)CCCC(=O)N([C@@H](C)CO)C[C@@H]1C,45
C[C@H](CO)N1C[C@H](C)[C@H](CN(C)S(=O)(=O)c2ccccc2)Oc2c(NC(=O)NC3CCCCC3)cccc2C1=O,3
C[C@H](CO)N1C[C@H](C)[C@H](CN(C)S(=O)(=O)c2cccc(F)c2)Oc2ncc(C#Cc3ccc(F)cc3)cc2C1=O,2
COc1ccc(NC(=O)N(C)C[C@@H]2Oc3ccc(NS(=O)(=O)c4ccc(C)cc4)cc3CC(=O)N([C@H](C)CO)C[C@@H]2C)cc1,-8
C[C@H]1CN([C@@H](C)CO)C(=O)c2cc(NS(C)(=O)=O)ccc2O[C@@H]1CN(C)C(=O)Nc1ccc2c(c1)OCO2,1
COc1ccc(CN(C)C[C@@H]2Oc3ccc(NS(=O)(=O)c4cccs4)cc3C(=O)N([C@@H](C)CO)C[C@@H]2C)cc1,9

# Reformatted as labelled records: entries from further up
COc1ccc(CN(C)C[C@@H]2Oc3ccc(NS(=O)(=O)c4cccs4)cc3C(=O)N([C@@H](C)CO)C[C@@H]2C)cc1
  U2OS ROS induce = 9

C[C@H](CO)N1C[C@H](C)[C@H](CN(C)S(=O)(=O)c2ccccc2)Oc2c(NC(=O)NC3CCCCC3)cccc2C1=O
  U2OS ROS induce = 3

C[C@H](CO)N1C[C@H](C)[C@H](CN(C)S(=O)(=O)c2cccc(F)c2)Oc2ncc(C#Cc3ccc(F)cc3)cc2C1=O
  U2OS ROS induce = 2

NCCCCNS(=O)(=O)c1ccc2c(Cl)cccc2c1
  U2OS ROS induce = -5

# Next section
SMILES,U2OS ROS induce
CC(=O)Nc1ccccc1-c1nc2ccccc2nc1OCc1ccc([N+](=O)[O-])cc1,-13
CN(C)CCC=C1c2ccccc2C=Cc2ccccc21,18
C[C@@H]1CN([C@@H](C)CO)C(=O)c2cccc(NC(=O)NC3CCCCC3)c2O[C@@H]1CN(C)Cc1ccncc1,1
O=C(c1ccc(F)cc1)N1c2ccccc2C=Cc2ccccc21,-1
C=CCn1nc2sc3ccccc3n2c(=O)c1=O,24
COc1ccc(OC)c(N(CC(=O)Nc2ccc(Br)cc2F)S(C)(=O)=O)c1,11
CN(C)S(=O)(=O)Nc1cccc(N)c1,-2
COc1ccc(CN(C)C[C@H]2Oc3ccc(NC(=O)Nc4ccc(C(F)(F)F)cc4)cc3CC(=O)N([C@@H](C)CO)C[C@@H]2C)cc1,18
C[C@@H]1CN([C@@H](C)CO)C(=O)c2cc(NC(=O)Nc3cccc4ccccc34)ccc2O[C@@H]1CN(C)Cc1ccc(C(F)(F)F)cc1,21
COc1ccc(S(=O)(=O)Nc2cccc3c2O[C@H](CN(C)S(=O)(=O)c2ccc(C)cc2)[C@@H](C)CN([C@@H](C)CO)C3=O)cc1,26
Cc1ccc(C2OCC3(CO2)COC(c2ccc(C)cc2)OC3)cc1 (configuration not stated),-9
Cc1cc(C(=O)Nc2cccc3c2O[C@H](CN(C)C(=O)Nc2ccccc2)[C@H](C)CN([C@@H](C)CO)C3=O)n(C)n1,4
COc1ccc(CCn2c3c(c(=S)[nH]c2=O)CCC3)cc1OC,31
COc1cc(O)cc(C)c1C(=O)OC1C(CO)OC(n2ccc(=O)[nH]c2=O)C1OC(C)=O (configuration not stated),0
O=C(C1CCN(S(=O)(=O)N2CCCCC2)CC1)N1CCCCC1,57
CNC[C@H]1Oc2ccc(NS(=O)(=O)c3ccccc3)cc2C(=O)N([C@H](C)CO)C[C@@H]1C,-7
C[C@H]1CN([C@@H](C)CO)C(=O)CCCn2nncc2CO[C@@H]1CN(C)C(=O)OCc1ccccc1,21
O=C(NCC(O)CO)[C@@]1(CCS(=O)(=O)c2ccccc2)N=C(c2ccc(OCCCO)cc2)O[C@H]1c1ccccc1 (some centres not stated),-2
COc1ccc(S(=O)(=O)N(C)C[C@@H]2Oc3ccc(NC(=O)Nc4ccccc4)cc3C(=O)N([C@@H](C)CO)C[C@H]2C)cc1,2
C=C(CO)C1Cc2c(ccc3c(=O)c4c(oc23)COc2cc(OC)c(OC)cc2-4)O1 (configuration not stated),46
Cc1ccc2c(c1)c1nc3ccccc3nc1n2CC(=O)OCc1ccccc1,-3
COc1ccc(-c2nnc(SCC(=O)Nc3ccc(Br)cc3C(C)C)o2)cc1,-4
C[C@@H]1CN([C@@H](C)CO)C(=O)c2cccc(NC(=O)c3cnccn3)c2O[C@H]1CN(C)C(=O)Nc1ccc(C(F)(F)F)cc1,-4
C[C@@H]1CN([C@@H](C)CO)C(=O)Cc2cc(NC(=O)Nc3ccc4c(c3)OCO4)ccc2O[C@@H]1CN(C)Cc1ccc(-c2ccccc2)cc1,2
COc1ccc(S(=O)(=O)N(C)C[C@H]2Oc3c(NS(C)(=O)=O)cccc3C(=O)N([C@H](C)CO)C[C@H]2C)cc1,0
COc1cccc(C(=O)COc2ccc(NC(=O)c3ccccc3C)cc2)c1,1
C[C@@H]1CN([C@H](C)CO)C(=O)c2cc(NC(=O)Cc3ccccc3)ccc2O[C@H]1CN(C)Cc1ccc2c(c1)OCO2,6
Cc1ccc(C)c(NC(=O)C(C)N(c2ccc(C)c(C)c2)S(C)(=O)=O)c1 (configuration not stated),-4
C[C@H](CO)N1C[C@H](C)[C@H](CN(C)C(=O)Nc2ccc(F)cc2)Oc2ccc(NC(=O)CCCN(C)C)cc2C1=O,-15

# This is a subset. The share of hits here may be higher or lower than overall.
